CRE Fsk mod: CRE-bla signaling modulation under forskolin stimulation; 71,000 tested, 2.5% active; Potency, µM (titrated, usually from 38.2 µM), for the others: at the top dose activity change, negative = inhibition, most hits filed as activators; CHO CRE-bla reporter (cAMP response element driving beta-lactamase), forskolin EC10, beta-lactamase ratio; active = well fitted activation curve with a large enough effect in the signal ratio, with a control signal flat, not every such curve was filed as active; inconclusive = small, poorly fitted or top-dose-only effect, or effect the other way, or a change in a side signal; the % refers to the signal ratio; also: potency is read from the fitted curve at half-maximal effect; % of control where 0% means no effect
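The 460nm/530nm emission ratio after CCF4 loading defined %Activity, from which AC50 values were obtained. CRE-bla CHO cells received compound dilution series together with an EC10 level of NKH 477 for 3 hours at 37 degrees Celsius.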
HBB splicing: hemoglobin beta splicing modulation. HBB splicing reporter cell assay, activation; EGFP reporter with mutant IVS2-654 intron; response scale: normalised to 500 nM splice-correcting PNA. Potency, µM (series often up to 46.1 µM), for inactives: top-dose activation, most hits filed as activators. 65,000 tested, 0.06% active; also: potency is read from the fitted curve at half-maximal effect; 0% is about no effect
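Compounds were applied for 2 days to HeLa EGFP-654 cells, 500/well in Optimem with 2% FCS. The reporter's EGFP is disrupted by mis-splicing of beta-globin intron IVS2-654. Readout: summed well GFP fluorescence from 488 nm laser scanning; reference was 500 nM antisense […] 654 PNA.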
DNA Pol III inh: inhibitors of bacterial DNA polymerase III holoenzyme; Potency, µM (doses to about 57.1 µM), inactives show at the top dose activity change, negative = inhibition; AID 603; 71,000 tested, 0.25% active; reconstituted DNA polymerase III holoenzyme replication, biochemical; also: potency is read from the fitted curve at half-maximal effect; % is scaled to controls: 0 for no effect and ±100 for the full control effect
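Reconstituted *E. coli* holoenzyme (0.35 nM Pol III, 1 nM beta, 154 nM SSB, 2 nM primase) was preincubated with compound for 15 min at RT. Synthesis on 1.4 nM ssM13Gori ran 35 min, then was stopped with PicoGreen/EDTA and read as dsDNA fluorescence.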
15-hLO inh: 15-hLO (ALOX15) enzyme inhibition | purified 15hLO-1, xylenol orange hydroperoxide absorbance | 74,000 tested, 1.4% active | Potency, µM (highest dose often 57.1 µM), inactives show top-dose activity change, negative = inhibition, hits mostly inhibitors; also: potency is read from the fitted curve at half-maximal effect; % is scaled to controls: 0 for no effect and ±100 for the full control effect; nearly all actives have a fitted effect of over 55% in size
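Purified human 15hLO-1 (40 nM) in 25 mM Hepes pH 7.5, 0.01% Triton X-100, preincubated 15 min RT with compound, then 50 uM arachidonic acid for 6 min. Hydroperoxide read by ferrous/xylenol orange, 30 min; 573/405 nm absorbance ratio gave progress.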
Tau filament bind: binders of human tau filaments | AID 596 | 71,000 tested, 2% active | recombinant tau filaments, thioflavin S fluorescence, 15 h; filaments grown with octadecylsulfate alongside compound | P10636 | Potency, µM (series often up to 57.1 µM), for inactives: at the top dose activity change, negative = inhibition;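 also: potency is read from the fitted curve at half-maximal effect; % is scaled to controls: 0 for no effect and ±100 for the full control effect; actives lower thioflavin S fluorescence by blocking filaments or displacing dye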
Target sequence (P10636 whole entry, looked up): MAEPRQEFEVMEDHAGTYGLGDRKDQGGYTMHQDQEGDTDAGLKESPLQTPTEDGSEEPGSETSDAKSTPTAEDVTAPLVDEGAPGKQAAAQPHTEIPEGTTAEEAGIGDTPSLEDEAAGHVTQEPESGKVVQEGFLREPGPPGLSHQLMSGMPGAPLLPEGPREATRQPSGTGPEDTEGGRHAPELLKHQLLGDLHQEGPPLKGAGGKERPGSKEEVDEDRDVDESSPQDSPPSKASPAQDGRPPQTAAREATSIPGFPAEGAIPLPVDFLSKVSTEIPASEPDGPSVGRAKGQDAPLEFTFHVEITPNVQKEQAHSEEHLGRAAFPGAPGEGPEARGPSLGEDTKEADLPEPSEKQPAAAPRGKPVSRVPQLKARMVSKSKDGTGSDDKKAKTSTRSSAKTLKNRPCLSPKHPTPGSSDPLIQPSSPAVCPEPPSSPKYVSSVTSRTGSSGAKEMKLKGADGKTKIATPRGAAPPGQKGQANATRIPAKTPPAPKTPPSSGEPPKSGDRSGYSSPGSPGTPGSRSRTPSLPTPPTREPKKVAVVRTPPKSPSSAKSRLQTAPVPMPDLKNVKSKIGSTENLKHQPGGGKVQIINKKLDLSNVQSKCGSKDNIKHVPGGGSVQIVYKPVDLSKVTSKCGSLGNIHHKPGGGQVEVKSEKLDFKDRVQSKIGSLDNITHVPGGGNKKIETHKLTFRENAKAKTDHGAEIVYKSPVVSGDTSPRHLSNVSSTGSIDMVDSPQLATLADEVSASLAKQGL
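Assay mix: 1 uM His-tagged tau, 30 uM sodium octadecylsulfate, thioflavine S dye in HEPES/NaCl/DTT buffer. Compound is added prior to the inducer. Fluorescence after 15 h at 37 C.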
Hsp90 Hop PPI: changes Hsp90-Hop TPR2A binding signal, up or down; AlphaScreen TPR2A-His6 binding biotin-Hsp90 C-terminal peptide; Potency, µM (highest dose often 57 µM), inactives show at the highest dose activity change, negative = inhibition; 71,000 tested, 0.44% active; AID 595; active = well fitted curve in either direction with a large enough effect; inconclusive = small, poorly fitted or top-dose-only effect, or another doubt; also: potency is read from the fitted curve at half-maximal effect; % is scaled to controls: 0 for no effect and ±100 for the full control effect; many of its hits are not listed in these tables
Luciferase inh: firefly luciferase inhibition; Potency, µM (series often up to 57.1 µM), for inactives: at the highest dose activity change, negative = inhibition, actives largely listed as inhibitors; purified firefly luciferase, luminescence, 8 min; 72,000 tested, 2.2% active; also: potency is read from the fitted curve at half-maximal effect; % is scaled to controls: 0 for no effect and ±100 for the full control effect; nearly all actives have a fitted effect of over 40% in size
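Luminescence read-out after 8 min at room temperature; enzyme reaction used luciferin plus 10 uM ATP (linear range) in imidazole buffer pH 7.2 with KCl, MgCl2, Tween 20 and BSA. Each sample was run as a titration.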
ERK AVP inh: inhibitors of vasopressin-stimulated ERK signaling pathway; AID 995; HEK293-V1b, vasopressin-stimulated pERK AlphaScreen; Potency, µM (series often up to 57.5 µM), without a hit: top-dose activity, negative = inhibition, actives largely listed as inhibitors; 72,000 tested, 0.99% active; also: potency is read from the fitted curve at half-maximal effect; % is scaled to controls: 0 for no effect and ±100 for the full control effect; nearly all actives have a fitted effect of over 55% in size
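Overnight-seeded V1b-HEK293 cells in 1% FBS got compound, then vasopressin (25 nM final, 5 min, 37C), then lysis buffer. AlphaScreen detection of phospho-ERK; activity normalized to basal and full-stimulation controls.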
Epigenetic mod: epigenetic GFP locus derepression in mouse cells; mouse C127i GFP locus derepression, cytometry, 30 h; Potency, µM (doses to about 46.1 µM), for inactives: at the highest dose GFP derepression (activation); 68,000 tested, 0.09% active; AID 597; also: % of control where 0% means no effect
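Locus derepression in mouse mammary C127i cells whose integrated CMV-GFP reporter is normally silent; GFP expression after 30 h compound treatment was quantified by counting fluorescent cells.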
UbGFP stabilizer: inhibits proteasome, raising ubiquitin-GFP reporter fluorescence; Ubiquitin-GFP reporter cells, proteasome inhibition, GFP fluorescence; response scale: untreated = 0%, 10 µM MG-132 = 100%; Potency, µM (highest dose often 45.9 µM), for inactives: top-dose activation (GFP accumulation), most hits filed as activators; 67,000 tested, under 10 active; active = well fitted activation curve with a large enough effect, not every such curve was filed as active; inconclusive = small, poorly fitted or top-dose-only effect, or another doubt; inactive = no such curve, though single readings can be large or run the other way; also: potency is read from the fitted curve at half-maximal effect
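Proteasome blockade was scored as a rise in GFP-expressing U2OS cells carrying a ubiquitin(G76V)-GFP construct, imaged after 4 hr compound treatment at 37 °C across a 46 uM–2.9 nM series.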
HADH2 inhib: HADH2 (human) dehydrogenase inhibition; Q99714; 73,000 tested, 3.4% active; Potency, µM (highest dose often 57.1 µM), without a hit: top-dose activity change, negative = inhibition, hits mostly inhibitors; recombinant HADH2, NADH fluorescence, beta-hydroxybutyryl-CoA; also: potency is read from the fitted curve at half-maximal effect; % is scaled to controls: 0 for no effect and ±100 for the full control effect; nearly all actives have a fitted effect of over 60% in size; many of its hits are not listed in these tables
Target sequence (Q99714 whole entry, looked up, one chain of several): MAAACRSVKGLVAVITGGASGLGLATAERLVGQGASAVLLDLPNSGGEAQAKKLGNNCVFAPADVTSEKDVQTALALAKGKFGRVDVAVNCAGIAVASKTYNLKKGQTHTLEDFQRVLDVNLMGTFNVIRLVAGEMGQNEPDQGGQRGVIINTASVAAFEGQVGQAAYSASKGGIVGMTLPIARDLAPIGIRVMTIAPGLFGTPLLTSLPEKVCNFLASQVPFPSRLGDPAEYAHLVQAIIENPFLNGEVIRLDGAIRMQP
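Read-out: 360 nm excitation, 450 nm emission, kinetic over 4 min. Conditions: His-tagged human HADH2 20 nM, pH 9.0 Tris with Tween-20, 1 mM NAD+, 90 uM beta-hydroxybutyryl-CoA.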
* hit, by the source's call; [ ] = dose if it differs, or a comment. Unless noted, calls follow the shape of the dose curve; as a rule, active = well fitted curve in the direction sought with a large enough effect; inconclusive = small, poorly fitted or top-dose-only effect, or another doubt; inactive = no such curve, though single readings can be large; an effect the other way counts as inactive or inconclusive. Not all compounds are listed, so the mix of outcomes need not match the whole.

Results for CCc1cc2c(NC(C(=O)O)C(C)C)ncnc2s1 (centres undefined) ?
CRE Fsk mod: -3%; HBB splicing: 0.1%; DNA Pol III inh: -2%; 15-hLO inh: 2%; Tau filament bind: 11%; Hsp90 Hop PPI: -2%; Luciferase inh: 1%; ERK AVP inh: -1%; Epigenetic mod: 1%; UbGFP stabilizer: 3%; HADH2 inhib: 4%

Results for CN1CCc2c(sc3c2C(=O)NC(c2cn(Cc4ccccc4)c4ccccc24)N3)C1 (centres undefined) ?
CRE Fsk mod: inconclusive; HBB splicing: 5.3%[0.369 µM]; DNA Pol III inh: -6%; 15-hLO inh: 3.2µM*; Tau filament bind: inconclusive; Hsp90 Hop PPI: -26%; Luciferase inh: -1%; ERK AVP inh: 13µM*; Epigenetic mod: -2%; HADH2 inhib: inconclusive

Results for COc1ccc(N2CCN(c3ccc(NC(=O)c4ccc5c(c4)OCO5)cc3C#N)CC2)cc1 ?
CRE Fsk mod: inconclusive; HBB splicing: -0.2%; DNA Pol III inh: -2%; 15-hLO inh: -2%; Tau filament bind: -19%; Hsp90 Hop PPI: 2%; Luciferase inh: 0%; ERK AVP inh: 11%; Epigenetic mod: -1%; UbGFP stabilizer: 3%; HADH2 inhib: -7%

What do the screens show for `Cc1onc(-c2ccccc2Cl)c1C(=O)N(C)C1CCCCC1`?
CRE Fsk mod: 6%; HBB splicing: -1.2%; DNA Pol III inh: 3%; 15-hLO inh: -9%; Tau filament bind: -25%; Hsp90 Hop PPI: -1%; Luciferase inh: -1%; UbGFP stabilizer: 7%; HADH2 inhib: -1%

What do the screens show for `Cn1c2c(c(=O)n(C)c1=O)C(CC(=O)Nc1ccccc1)C(=O)N2` (centres undefined)?
CRE Fsk mod: -4%; HBB splicing: 3.3%[57.5 µM]; DNA Pol III inh: -3%; 15-hLO inh: 5%; Tau filament bind: -9%; Hsp90 Hop PPI: 0%; Luciferase inh: 0%; ERK AVP inh: 3%; Epigenetic mod: -4%; UbGFP stabilizer: 4%; HADH2 inhib: -1%

What do the screens show for `O=C(c1ccco1)N1CCC2(CC1)CN(c1ccc(-c3ccccc3)cc1)C2`?
CRE Fsk mod: 5%; HBB splicing: 1.8%; DNA Pol III inh: -2%; 15-hLO inh: -13%; Tau filament bind: 2%; Hsp90 Hop PPI: -17%; Luciferase inh: -4%[11.4 µM]; ERK AVP inh: -32%; Epigenetic mod: -6%[9.22 µM]; UbGFP stabilizer: 4%; HADH2 inhib: 4%

How did COc1cccc(C2N(c3ccc(Cl)cc3)C(=O)C3CCCN32)c1 (centres undefined) do in these assays?
CRE Fsk mod: -4%; HBB splicing: -1.2%; DNA Pol III inh: -7%; 15-hLO inh: 3%; Tau filament bind: -23%; Hsp90 Hop PPI: 3%; Luciferase inh: 0%; ERK AVP inh: 1%; Epigenetic mod: 0%; UbGFP stabilizer: 7%; HADH2 inhib: -2%

How did COC(=O)C1=C(N)OC2=C(C(=O)CCC2)C1c1cccs1 (centres undefined) do in these assays?
CRE Fsk mod: -12%; HBB splicing: 2.1%; DNA Pol III inh: -6%; 15-hLO inh: -2%; Tau filament bind: -1%; Hsp90 Hop PPI: -4%; Luciferase inh: -1%; ERK AVP inh: 6%; Epigenetic mod: -1%; UbGFP stabilizer: -4%; HADH2 inhib: -3%

How did Cc1ccc(OCc2nc(C#N)c(NCc3ccco3)o2)cc1 do in these assays?
CRE Fsk mod: 3%; DNA Pol III inh: -2%; 15-hLO inh: -16%; Tau filament bind: -4%; Hsp90 Hop PPI: -16%; Luciferase inh: -4%; ERK AVP inh: -16%; Epigenetic mod: 2%; UbGFP stabilizer: 4%; HADH2 inhib: -18%

Results for Cc1nc(N2CCN(S(=O)(=O)c3cccc4nonc34)CC2)c2c3c(sc2n1)CCCC3 ?
CRE Fsk mod: -2%; HBB splicing: 1.1%; DNA Pol III inh: -10%; 15-hLO inh: 0%; Tau filament bind: -7%; Hsp90 Hop PPI: -7%; Luciferase inh: 3%; ERK AVP inh: -14%; Epigenetic mod: -1%; UbGFP stabilizer: 4%; HADH2 inhib: 13%

What do the screens show for `COc1ccc(OCCCC(=O)N2CCCc3ccccc32)cc1`?
CRE Fsk mod: 15%; HBB splicing: -4.5%; DNA Pol III inh: -2%; 15-hLO inh: 5%; Tau filament bind: -7%; Hsp90 Hop PPI: 11%; Luciferase inh: 1%; ERK AVP inh: 15%; Epigenetic mod: 0%; UbGFP stabilizer: -1%; HADH2 inhib: -10%

How did COc1cc(OC)nc(NC2OC(=O)c3ccccc32)n1 (centres undefined) do in these assays?
CRE Fsk mod: 5%; HBB splicing: -0.1%; DNA Pol III inh: -10%; 15-hLO inh: 11%; Tau filament bind: -11%; Hsp90 Hop PPI: -2%; Luciferase inh: 2%; ERK AVP inh: 4%; Epigenetic mod: 8%; UbGFP stabilizer: 14%; HADH2 inhib: -8%

What do the screens show for `O=C1C(c2ccc(F)cc2)N(Cc2ccc3c(c2)OCO3)C(=O)CN1C1CCCC1` (centres undefined)?
CRE Fsk mod: inconclusive; HBB splicing: -0.5%; DNA Pol III inh: 1%; 15-hLO inh: -4%; Tau filament bind: -6%; Hsp90 Hop PPI: 3%; Luciferase inh: 3%; ERK AVP inh: -11%; Epigenetic mod: -3%; UbGFP stabilizer: 0%; HADH2 inhib: 1%

What do the screens show for `O=C(NC1=NCCS1)c1ccc(OCC2CCCO2)cc1` (centres undefined)?
CRE Fsk mod: inconclusive; HBB splicing: -2.4%; DNA Pol III inh: 36%; 15-hLO inh: 8%; Tau filament bind: 0%; Hsp90 Hop PPI: -3%; Luciferase inh: 25µM*; ERK AVP inh: 12%; Epigenetic mod: -2%; UbGFP stabilizer: 1%; HADH2 inhib: -4%

How did O=C(c1cccc(C(F)(F)F)c1)N1CCCC1 do in these assays?
CRE Fsk mod: -8%; HBB splicing: 1.7%; DNA Pol III inh: 0%; 15-hLO inh: 5%; Tau filament bind: 8%; Hsp90 Hop PPI: -4%; Luciferase inh: 2%; ERK AVP inh: -3%; Epigenetic mod: 3%; UbGFP stabilizer: 0%; HADH2 inhib: 0%

Results for COc1nc(-c2ccccc2)ccc1-c1noc(-c2ccc(F)cc2)n1 ?
CRE Fsk mod: 8%; HBB splicing: 1.7%[57.5 µM]; DNA Pol III inh: 0%; 15-hLO inh: 11%; Tau filament bind: 0%; Hsp90 Hop PPI: -5%; Luciferase inh: 2%; ERK AVP inh: 15%; Epigenetic mod: -2%; UbGFP stabilizer: -1%; HADH2 inhib: 6.3µM*

How did Cc1noc(C)c1CSc1nc2[nH]ncc2c(=O)n1-c1ccccc1 do in these assays?
CRE Fsk mod: 10µM*; HBB splicing: -1.6%; DNA Pol III inh: -2%; 15-hLO inh: -27%; Tau filament bind: -5%; Hsp90 Hop PPI: -3%; Luciferase inh: -2%; ERK AVP inh: 13µM*; Epigenetic mod: 4%; UbGFP stabilizer: -2%; HADH2 inhib: 0%

How did Cc1ccc(C(=O)N2CCN(C(=O)c3ccc(C)c(C)c3)C(C)C2)cc1C (centres undefined) do in these assays?
CRE Fsk mod: inconclusive; HBB splicing: 2.2%; DNA Pol III inh: -3%; 15-hLO inh: 7%; Tau filament bind: -4%; Hsp90 Hop PPI: 5%; Luciferase inh: 0%; ERK AVP inh: -3%; Epigenetic mod: 1%; UbGFP stabilizer: 0%; HADH2 inhib: 5%

Reprinted at random: 2 compounds from above.
What do the screens show for `Cn1c2c(c(=O)n(C)c1=O)C(CC(=O)Nc1ccccc1)C(=O)N2` (centres undefined)?
CRE Fsk mod: -4%; HBB splicing: 3.3%[57.5 µM]; DNA Pol III inh: -3%; 15-hLO inh: 5%; Tau filament bind: -9%; Hsp90 Hop PPI: 0%; Luciferase inh: 0%; ERK AVP inh: 3%; Epigenetic mod: -4%; UbGFP stabilizer: 4%; HADH2 inhib: -1%

Results for COc1nc(-c2ccccc2)ccc1-c1noc(-c2ccc(F)cc2)n1 ?
CRE Fsk mod: 8%; HBB splicing: 1.7%[57.5 µM]; DNA Pol III inh: 0%; 15-hLO inh: 11%; Tau filament bind: 0%; Hsp90 Hop PPI: -5%; Luciferase inh: 2%; ERK AVP inh: 15%; Epigenetic mod: -2%; UbGFP stabilizer: -1%; HADH2 inhib: 6.3µM*

From PubChem
